DSG3 Ab inh: inhibitors of pemphigus antibody binding to DSG3, primary screen, biochemical, bead-based, flow cytometry, scFv-GFP. DSG3-coupled beads, scFv-anti-DSG3-GFP binding; active compounds read low. binding (percent of control), % at 10 µM. actives 0.48% (n = 310,000). AID 588358, 2011;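 active means binding more than 3 SD below its plate's average and above zero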;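 further: hits lower antibody fragment binding to DSG3; some compounds called inactive have numbers as strong as hits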
Target sequence (P32926 whole entry, looked up, the tested form may be a part): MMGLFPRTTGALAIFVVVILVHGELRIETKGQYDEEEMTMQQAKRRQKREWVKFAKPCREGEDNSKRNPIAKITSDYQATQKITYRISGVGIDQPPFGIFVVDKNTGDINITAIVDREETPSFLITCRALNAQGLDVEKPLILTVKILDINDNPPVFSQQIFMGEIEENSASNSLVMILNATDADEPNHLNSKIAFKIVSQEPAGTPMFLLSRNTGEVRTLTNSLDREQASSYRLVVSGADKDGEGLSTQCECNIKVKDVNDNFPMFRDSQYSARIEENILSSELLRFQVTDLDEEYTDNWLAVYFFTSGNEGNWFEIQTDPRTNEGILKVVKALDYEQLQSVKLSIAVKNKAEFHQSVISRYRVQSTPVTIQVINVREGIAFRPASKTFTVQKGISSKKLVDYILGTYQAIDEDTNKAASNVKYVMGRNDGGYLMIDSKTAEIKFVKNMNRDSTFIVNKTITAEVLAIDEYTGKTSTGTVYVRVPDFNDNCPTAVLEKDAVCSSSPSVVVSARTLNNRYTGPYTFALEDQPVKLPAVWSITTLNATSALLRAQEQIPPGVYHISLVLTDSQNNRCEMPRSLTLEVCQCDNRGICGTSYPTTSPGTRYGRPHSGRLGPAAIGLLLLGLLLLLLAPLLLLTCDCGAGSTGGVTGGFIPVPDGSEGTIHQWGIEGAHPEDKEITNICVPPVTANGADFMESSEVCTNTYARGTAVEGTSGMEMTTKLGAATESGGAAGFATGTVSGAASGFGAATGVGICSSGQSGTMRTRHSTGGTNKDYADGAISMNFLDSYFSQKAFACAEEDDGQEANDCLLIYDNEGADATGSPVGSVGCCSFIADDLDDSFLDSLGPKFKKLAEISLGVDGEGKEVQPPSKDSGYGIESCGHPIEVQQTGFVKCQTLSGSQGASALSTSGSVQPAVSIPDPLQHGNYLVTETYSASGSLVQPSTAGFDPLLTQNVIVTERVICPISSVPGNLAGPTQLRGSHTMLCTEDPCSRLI
PKA-R1A act: activators of PKA-R1A holoenzyme, primary screen, biochemical, fluorescence polarization, Cy5-IP20, bovine R1A, mouse PKAc; PKA-R1A dissociation; scaled: DMSO 0%, 113 µM cGMP 100%; activation, % at 11.4 µM; actives 0.083% (n = 340,000); AID 504707, 2011;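 active means percent activation above the mean of all tested compounds plus 3 SD, cut at about 19% in these data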;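 further: higher means more PKAc released from R1A so a rise in polarization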
OPRM1-OPRD1 inv: inverse agonists of MOR-DOR heterodimerization, primary screen, cell-based, luminescence | Mu-type opioid receptor (Homo sapiens) + Delta-type opioid receptor (Homo sapiens), … | cell-based MOR-DOR heterodimer luminescence, inverse agonism | inhibition, % at 9.3 µM | actives 0.21% (n = 340,000); in the data active means inhibition above about 22%, passing the limit was not always enough;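 further: 0% = cells with DMSO and 100% = wells without cells with DMSO; values of inactives mirror those of a sister screen read the other way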
Arrestin-AP2 inh: inhibitors of beta-arrestin/AP2 binding, primary screen, biochemical, GPCR trafficking, flow cytometry | FITC-arrestin peptide / GST-AP2 beads; AP2 beta2 appendage carries R879A mutation | inhibition, % at 10 µM | actives 0.31% (n = 340,000) | beta-arrestin 1 C-terminal peptide binding to AP2 beta2-adaptin appendage (human);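 active means inhibition above a set limit, near 3 SD of compounds lacking own fluorescence, cut at about 54% in these data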;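 further: plate controls were DMSO wells for no effect and 5 µM unlabelled arrestin peptide for full effect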
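Assay system: GST-AP2 R879A bound to glutathione beads, E. coli-expressed; Medium: PBS with 0.05% Tween 20 and 0.1% BSA; Also added: fluorescein-tagged arrestin peptide at 50 nM final; Timing: 12 min plus 1 h, RT; Measured by: flow cytometry, FL1 (488/535 nm); Evaluation: percent drop in bead-associated FITC signal.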
phage Ecoli inh: growth loss of phage-infected E. coli, primary screen, RecBCD inhibitor project, absorbance, with phage, HTS. inhibition, % at 11.9 µM. actives 0.26% (n = 360,000). AID 651602, 2012; in the data active means inhibition above about 11%
Ecoli viability: E. coli V3065 growth inhibition, primary screen, counter-screen for AddAB inhibitor project, absorbance, OD600. 18 h. inhibition, % at 11.9 µM. actives 0.27% (n = 330,000). AID 449728, 2010;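 active means inhibition above the campaign's mean inhibition across all tested compounds plus 3 SD, cut at about 9.9% in these data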;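 further: uninfected addAB+ strain grown without phage in ampicillin broth; 0% = DMSO wells and 100% = ciprofloxacin 0.95 µg/ml wells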
PfHsp90 set2: growth inhibition of PfHsp90-expressing yeast, primary screen, antimalarial PfHsp90 inhibitor project, S. cerevisiae, BacTiter-Glo luminescence, single point, set 2. BacTiter-Glo ATP, 48 h; yeast lacking PDR1 and PDR3 efflux regulators. inhibition, % at 9.4 µM. actives 0.32% (n = 310,000);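 active means every replicate shows inhibition above about 80%, whatever the replicate mean, limit read from the data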;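 further: 0% = DMSO neutral controls and 100% = 20 µM radicicol positive controls; yeast relying on Plasmodium falciparum Hsp90 in place of its own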
Tat transport: E. coli Tat export inhibitors, primary screen, MC4100, TorA-mCherry reporter, fluorescence, single point | AID 488895, 2010 | actives 0.036% (n = 340,000) | inhibition, % at 10 µM;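 active means mean replicate inhibition at least 50% and at least half of replicates individually reaching 50%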;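 further: exported cargo escapes ClpAP degradation while cytoplasmic cargo is degraded and loses fluorescence; 0% = median of neutral control wells and 100% = median of NaSCN control wells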
AddAB inh: growth inhibition of E. coli expressing H. pylori AddAB, primary screen, AddAB inhibitor project, absorbance. inhibition, % at 11.9 µM. actives 0.29% (n = 330,000); in the data active means inhibition above about 12%;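 further: 0% = vehicle wells of infected cells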
Mot1-301 SUMO: yeast Mot1-301 growth rescue at high temperature, primary screen, SUMOylation pathway inhibitor project, S. cerevisiae, ATP luminescence, 38.5C; S. cerevisiae Mot1-301 growth rescue; percent above DMSO median, 100 means doubled; growth rescue, % at 18.8 µM; actives 1% (n = 320,000);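 active means every valid replicate shows activation above 250% relative to neutral control wells; inactive means the rest, any valid replicate at or below 250%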;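 further: OY570 slx delta 5 strain wells were the positive control but not used for scaling; some compounds called inactive have numbers as strong as hits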
MOR-DOR ag: agonists of OPRM1-OPRD1 heterodimerization, primary screen, cell-based, luminescence; cells; Mu-type opioid receptor (Homo sapiens) + Delta-type opioid receptor (Homo sapiens), …; activation, % at 9.3 µM; actives 0.3% (n = 340,000); AID 504326, 2011; in the data active means activation above about 18%;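 further: 0% = vehicle-treated cells and 100% = reference agonist; values of inactives mirror those of a sister screen read the other way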
Active calls of the source: *; · = no result given.

The first 5 entries as a preview:
1. C/C(N)=C(/C#N)C(=O)COC(=O)c1ccc(C#N)cc1
2. CN(Cc1cn(-c2ccccc2)nc1-c1cc2ccccc2o1)C(=O)CCC(=O)O
3. CCOc1ccc2[nH]c(C)c(CN3CCOCC3)c(=O)c2c1
4. CCOc1ccc(NC(=O)CCC(=O)NNC(=O)c2ccccc2Cl)cc1
5. Cc1ccc(NS(=O)(=O)c2ccc(C(=O)N3CCN(c4ncccn4)CC3)cc2)cc1
screen / no. | 1 | 2 | 3 | 4 | 5
phage Ecoli inh | 1.4 | 2.5 | 2.2 | 0.0 | 1.4
Tat transport | -10 | 5 | 1 | 6 | -4
PKA-R1A act | -1 | 2 | 12 | -8 | -2
PfHsp90 set2 | -6 | -16 | 13 | -42 | -2
Arrestin-AP2 inh | 12 | -4 | 4 | 2 | -10
DSG3 Ab inh | 108 | 104 | 105 | 117 | 110
Ecoli viability | 1.8 | -1.5 | -0.4 | · | -2.2
OPRM1-OPRD1 inv | 6 | 2 | 1 | 13 | 0
MOR-DOR ag | -1.2 | -0.5 | -0.2 | -3.2 | 0.1
AddAB inh | 0.2 | -1.2 | 2.6 | · | -0.2
Mot1-301 SUMO | 5 | -7 | -16 | -8 | 5

This part in full, from the first entry:
1. C/C(N)=C(/C#N)C(=O)COC(=O)c1ccc(C#N)cc1
2. CN(Cc1cn(-c2ccccc2)nc1-c1cc2ccccc2o1)C(=O)CCC(=O)O
3. CCOc1ccc2[nH]c(C)c(CN3CCOCC3)c(=O)c2c1
4. CCOc1ccc(NC(=O)CCC(=O)NNC(=O)c2ccccc2Cl)cc1
5. Cc1ccc(NS(=O)(=O)c2ccc(C(=O)N3CCN(c4ncccn4)CC3)cc2)cc1
6. COc1ccc(C(=O)Nc2nc(-c3ccccc3)c(C(C)=O)s2)c(OC)c1
7. CCCOc1ccc(/C(O)=C2/C(=O)C(=O)N(CCN3CCOCC3)C2c2ccccc2)cc1 (stereo unspecified)
8. O=C(NCC1CCCO1)C(c1cccs1)N(Cc1cccs1)C(=O)c1ccc(-c2ccccc2)[nH]1 (stereo unspecified)
9. COc1ccc(N2CCN(C(=O)c3cccnc3)CC2)c([N+](=O)[O-])c1
10. CC(O)c1nc2ccccc2n1Cc1nnc(-c2ccc(Cl)cc2)o1 (stereo unspecified)
screen / no. | 1 | 2 | 3 | 4 | 5 | 6 | 7 | 8 | 9 | 10
phage Ecoli inh | 1.4 | 2.5 | 2.2 | 0.0 | 1.4 | 0.7 | 0.3 | -0.5 | 1.3 | 0.8
Tat transport | -10 | 5 | 1 | 6 | -4 | 4 | -1 | 10 | -2 | -5
PKA-R1A act | -1 | 2 | 12 | -8 | -2 | 3 | -5 | -3 | -3 | -8
PfHsp90 set2 | -6 | -16 | 13 | -42 | -2 | -15 | 7 | -14 | · | ·
Arrestin-AP2 inh | 12 | -4 | 4 | 2 | -10 | -12 | 2 | -7 | 15 | -6
DSG3 Ab inh | 108 | 104 | 105 | 117 | 110 | 100 | 99 | 106 | 117 | 105
Ecoli viability | 1.8 | -1.5 | -0.4 | · | -2.2 | -1.7 | · | -1.2 | 1.0 | -4.9
OPRM1-OPRD1 inv | 6 | 2 | 1 | 13 | 0 | 2 | 7 | -1 | 7 | 17
MOR-DOR ag | -1.2 | -0.5 | -0.2 | -3.2 | 0.1 | -0.4 | -1.4 | 0.2 | -1.5 | -2.9
AddAB inh | 0.2 | -1.2 | 2.6 | · | -0.2 | -2.3 | · | -0.3 | 1.4 | 0.2
Mot1-301 SUMO | 5 | -7 | -16 | -8 | 5 | 2 | · | -17 | 6 | 2

11. O=C(CC1SC(N2CCOCC2)=NC1=O)Nc1cc([N+](=O)[O-])ccc1Cl (stereo unspecified)
12. COc1ccc(/C(C)=N/NC(=S)NCCc2ccccc2)c(O)c1
13. O=S(=O)(NCc1ccc(Cl)cc1Cl)c1cccs1
14. O=C(COC(=O)c1cccnc1Cl)NCCCc1ccccc1
15. CN1CCN(C(=O)CN(Cc2ccc(Cl)cc2)S(C)(=O)=O)CC1
16. COc1ccc(NC(=O)c2c(N)no[n+]2[O-])c(OC)c1
17. O=C(O)c1ccc(NS(=O)(=O)c2cccc(C(=O)Nc3ccccc3[N+](=O)[O-])c2)cc1
18. Clc1ccc(OCCOCCN2CCCCC2)c(Br)c1
19. COc1cc(CNC(=O)C2CCCN2S(=O)(=O)c2ccccc2)cc(OC)c1OC (stereo unspecified)
20. O=C(NC(Cc1ccc(O)cc1)C(=O)O)c1ccco1 (stereo unspecified)
screen / no. | 11 | 12 | 13 | 14 | 15 | 16 | 17 | 18 | 19 | 20
phage Ecoli inh | -3.7 | -3.2 | 2.3 | 3.0 | 1.4 | 2.2 | 2.1 | -0.2 | 4.0 | 2.8
Tat transport | -10 | -4 | -2 | -5 | -17 | 12 | 4 | -3 | -7 | -3
PKA-R1A act | 1 | -15 | -11 | 4 | -5 | 3 | -8 | 19* | 6 | -3
PfHsp90 set2 | 10 | 14 | -36 | -8 | 8 | 15 | -5 | -9 | -14 | 3
Arrestin-AP2 inh | 46 | -6 | -5 | -8 | -13 | 30 | 1 | 7 | 38 | -13
DSG3 Ab inh | 110 | 95 | 115 | 105 | · | 75 | 105 | 99 | 99 | 107
Ecoli viability | -0.4 | 1.4 | 0.5 | -1.6 | -2.3 | -2.5 | · | 1.0 | -2.5 | 1.5
OPRM1-OPRD1 inv | 4 | -43 | -10 | 14 | 17 | -1 | -10 | 18 | 14 | 9
MOR-DOR ag | -0.8 | 5.3 | 2.0 | -3.5 | -4.0 | 0.3 | 2.1 | -3.6 | -2.8 | -1.6
AddAB inh | 0.3 | 2.9 | 2.6 | 3.0 | 0.0 | 1.4 | · | -0.3 | -1.1 | 0.7
Mot1-301 SUMO | -4 | 16 | -11 | -15 | 16 | -2 | · | 39 | 10 | 39

21. CCN(CC)S(=O)(=O)c1ccc(CNC(=O)CN2C(=O)NC3(CCc4ccccc43)C2=O)cc1 (stereo unspecified)
22. CC(O)/C=C/c1ccc2ccccc2n1 (stereo unspecified)
23. O=C(O)c1cccc(Br)c1
24. N#CCCS(=O)(=O)c1ccc(N)cc1
25. Cc1nn(-c2ccccc2)c2sc(C(=O)O)cc12
26. CCC(CC)COC(=O)C(C#N)c1nc2ccccc2nc1N1CCN(CC)CC1 (stereo unspecified)
27. COc1ccc(-c2[nH]ncc2CN(CCO)CC23CC4CC(CC(C4)C2)C3)c(OC)c1
28. CSc1ccn(CCC(=O)O)c(=O)n1
29. CN(c1ccc(C(=O)Nc2nccs2)cc1)S(=O)(=O)c1ccccc1
30. CCOC(=O)CNC(=O)c1cccnc1Oc1ccc(Cl)cc1
screen / no. | 21 | 22 | 23 | 24 | 25 | 26 | 27 | 28 | 29 | 30
phage Ecoli inh | 4.5 | 0.2 | 1.8 | 3.2 | -0.5 | 1.6 | 2.3 | 2.3 | 2.2 | 0.2
Tat transport | 5 | -2 | -11 | 6 | 5 | 5 | 0 | -2 | -3 | -7
PKA-R1A act | -3 | -6 | -6 | 0 | -15 | 0 | -12 | -8 | -22 | 6
PfHsp90 set2 | · | 4 | 9 | 11 | · | -4 | · | 23 | · | -3
Arrestin-AP2 inh | -1 | 15 | -2 | 7 | 9 | -4 | -10 | 9 | 22 | 28
DSG3 Ab inh | 102 | 98 | 102 | 99 | · | 104 | 109 | 100 | 97 | 108
Ecoli viability | · | -1.3 | · | -1.2 | -0.2 | -1.6 | -1.4 | -1.3 | 0.6 | -0.1
OPRM1-OPRD1 inv | 15 | 1 | 11 | -4 | 5 | -19 | -26 | 6 | 6 | 3
MOR-DOR ag | -2.9 | -0.2 | -2.2 | 0.6 | -1.0 | 3.6 | 5.0 | -1.1 | -1.1 | -0.7
AddAB inh | · | 2.1 | · | 2.3 | 2.5 | 1.0 | -1.4 | -0.6 | -0.1 | 2.0
Mot1-301 SUMO | · | -17 | · | 12 | · | -16 | -7 | -4 | -15 | -2

31. CCCS(=O)(=O)Nc1c(OC)ccc2c1c(C(=O)OCC)c(C)n2C
32. CCOC(=O)c1c(C)oc2c1cc(NS(=O)(=O)c1ccc(C(=O)O)cc1)c1ccccc12
33. Cc1ccc(N(CN2C(=O)NC(C)(C)C2=O)CN2C(=O)NC(C)(C)C2=O)cc1
34. O=C(NC1CCCCC1)c1ccccc1NC(=O)C1CC(=O)N(c2ccccc2)C1 (stereo unspecified)
35. COc1ccc(C(=O)NNC(=O)CN2CCC(n3nnc4cc(C(F)(F)F)ccc43)CC2)cc1
36. CCCCCCN(C(=O)CCCN1C(=O)NC(c2ccc(-c3ccccc3)cc2)C(C(=O)OCc2ccccc2)=C1C)C(C)C(=O)NCCCC (stereo unspecified)
37. Cc1ccc(NC(=O)CN(C)C(=O)Cn2c(=O)oc3ccccc32)cc1
38. COC(=O)C(C)Oc1ccc(-c2nccc(-c3cccs3)n2)cc1 (stereo unspecified)
39. COc1ccc(NC(=S)Nc2cccc(C(F)(F)F)c2)c(C)c1
40. O=C(c1ccc(Cl)nc1)N1CCN(S(=O)(=O)c2ccc3c(c2)OCCO3)CC1
screen / no. | 31 | 32 | 33 | 34 | 35 | 36 | 37 | 38 | 39 | 40
phage Ecoli inh | 4.2 | 1.0 | 3.3 | 2.3 | 1.3 | 2.1 | 5.2 | 1.5 | 3.6 | -0.4
Tat transport | -9 | 1 | -9 | 1 | -9 | -3 | -3 | 5 | -2 | 0
PKA-R1A act | 6 | -10 | -10 | -1 | -9 | -5 | 1 | -4 | -5 | 0
PfHsp90 set2 | 10 | -28 | -12 | · | -12 | -1 | 1 | · | -5 | ·
Arrestin-AP2 inh | -5 | 1 | -3 | -1 | 7 | 42 | 4 | 3 | 13 | 8
DSG3 Ab inh | 106 | · | 104 | 107 | 102 | 94 | 154 | 89 | 98 | 100
Ecoli viability | -1.3 | -0.6 | 3.6 | -1.4 | 1.1 | -1.8 | -1.1 | 0.5 | 0.5 | -0.7
OPRM1-OPRD1 inv | -4 | -36 | 12 | -11 | -3 | 16 | -1 | -4 | 10 | 10
MOR-DOR ag | 0.8 | 5.6 | -2.0 | 2.2 | 0.6 | -3.4 | 0.3 | 0.8 | -1.8 | -2.7
AddAB inh | 1.1 | -0.2 | 3.6 | -1.9 | 0.8 | 0.7 | 0.6 | 3.1 | 0.6 | 0.4
Mot1-301 SUMO | -9 | -14 | 3 | 5 | 12 | · | 6 | -6 | -2 | -14
